Bioassay records (PubChem)
FUS suppressor = suppressors of FUS proteinopathy in yeast. S. cerevisiae FUS-expressing, growth rescue, OD600, 24 h. hit rate 0.24% among 390,000. AID 1347120. Potency, µM (doses to about 76.6 µM), without a hit: top-dose growth rescue (activation), hits mostly activators;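 further: potency means the concentration at half of the fitted maximal effect; plate controls were DMSO vehicle for no effect and reference control for full effect; nearly all actives have a fitted effect of over 55% in size; some results filed as inactive show a strong effect at the top dose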
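S. cerevisiae expressing FUS from galactose induction served as the toxicity model. Growth after 24hr at 30C, read as absorbance at 600 nm, indicates suppression of toxicity; compounds dosed at several concentrations.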
IL-2 act = activates IL-2 in a cell-based reporter assay | IL-2 activation reporter assay, cell-based qHTS; stimulated with anti-CD3/CD4/CD28 beads; in transgenic mouse T cells | activation, % (series mostly up to about 46 µM) | hit rate 0.065% among 360,000; in the data active means activation above about 50%; inconclusive means mostly about 30% to 49%; further: 0% is about no effect
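EGFP and DsRed fluorescence is measured by plate cytometry in unstimulated transgenic mouse T cells exposed to compound for 60 minutes, then stimulated 18 hours at 37 degrees C with anti-CD3/anti-CD4 beads plus anti-CD28.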
PI5P4K alpha inh = blocks human PI5P4K alpha kinase activity; max response, %; P48426; AID 652105; PI5P4Kalpha enzyme, ADP-Glo luminescence, 60 min; hits give low values; hit rate 1.2% among 330,000; active means max response of -50% or lower; inconclusive means between -30% and -50%; inactive means -30% or higher; further: value at the top dose of about 77 µM; on the % scale 0 is the no-effect control and ±100 the full control effect
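Reactions run in 0.038 M HEPES pH 7.4, 0.28 mM EGTA, 0.1% CHAPS and 5% DMSO, with PI5P4Kalpha, substrate, compound and 5 microM ATP final, one hour at room temperature. Readout is ADP-Glo luminescence.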
PLK1 PBD block = PLK1 (human) polo-box domain binding inhibition | hit rate 2.8% among 360,000 | P53350 | Plk1 PBD binding of FITC phosphopeptide, fluorescence polarization | AID 720504 | Potency, µM, for the others: max response, negative = inhibition, actives largely listed as inhibitors; further: potency means the concentration at half of the fitted maximal effect; series mostly up to about 57 µM; on the % scale 0 is the no-effect control and ±100 the full control effect; nearly all actives have a fitted effect of over 65% in size
Abeta rescue = restores growth of yeast expressing A-beta42 peptide. yeast expressing A-beta42, growth rescue, OD600, 48 h; response scale: 0% DMSO, 100% iron-clioquinol control. Potency, µM (doses to about 46.1 µM), without a hit: at the top dose growth rescue, actives largely listed as activators. hit rate 0.063% among 410,000. AID 1347071; further: potency means the concentration at half of the fitted maximal effect; nearly all actives have a fitted effect of over 55% in size
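Yeast growth medium received pinned compounds, then yeast cells expressing toxic A-beta were added; plates incubated at 30 C for 48 hr. Growth read as absorbance at 600 nm, normalized to DMSO and equimolar FeCl3 plus clioquinol controls.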
aSyn rescue = alpha-synuclein toxicity inhibition in yeast; Yeast expressing alpha-synuclein, growth rescue, BacTiter-Glo, 24 h; hit rate 0.14% among 370,000; Potency, µM (top dose mostly 46.1 µM), without a hit: top-dose growth rescue (activation), actives largely listed as activators; further: potency means the concentration at half of the fitted maximal effect; % of control where 0% means no effect; nearly all actives have a fitted effect of over 65% in size
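Galactose-induced alpha-syn yeast (OD600=0.02, raffinose-pregrown) + pinned cpd, 24 hr, 30 deg C; growth by BacTiter-Glo luminescence. Growth restoration scores as activation.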
EPAC1 agonist = activates human EPAC1 exchange factor. O95398. EPAC1 agonist qHTS, biochemical assay; response scale: 100% = response to 6.5 mM cAMP. Potency, µM (top dose mostly 154 µM), for the others: top-dose activation, usual class: activators. hit rate 0.073% among 360,000. AID 720707; further: potency means the concentration at half of the fitted maximal effect; nearly all actives have a fitted effect of over 60% in size
Target sequence (O95398 whole entry, looked up): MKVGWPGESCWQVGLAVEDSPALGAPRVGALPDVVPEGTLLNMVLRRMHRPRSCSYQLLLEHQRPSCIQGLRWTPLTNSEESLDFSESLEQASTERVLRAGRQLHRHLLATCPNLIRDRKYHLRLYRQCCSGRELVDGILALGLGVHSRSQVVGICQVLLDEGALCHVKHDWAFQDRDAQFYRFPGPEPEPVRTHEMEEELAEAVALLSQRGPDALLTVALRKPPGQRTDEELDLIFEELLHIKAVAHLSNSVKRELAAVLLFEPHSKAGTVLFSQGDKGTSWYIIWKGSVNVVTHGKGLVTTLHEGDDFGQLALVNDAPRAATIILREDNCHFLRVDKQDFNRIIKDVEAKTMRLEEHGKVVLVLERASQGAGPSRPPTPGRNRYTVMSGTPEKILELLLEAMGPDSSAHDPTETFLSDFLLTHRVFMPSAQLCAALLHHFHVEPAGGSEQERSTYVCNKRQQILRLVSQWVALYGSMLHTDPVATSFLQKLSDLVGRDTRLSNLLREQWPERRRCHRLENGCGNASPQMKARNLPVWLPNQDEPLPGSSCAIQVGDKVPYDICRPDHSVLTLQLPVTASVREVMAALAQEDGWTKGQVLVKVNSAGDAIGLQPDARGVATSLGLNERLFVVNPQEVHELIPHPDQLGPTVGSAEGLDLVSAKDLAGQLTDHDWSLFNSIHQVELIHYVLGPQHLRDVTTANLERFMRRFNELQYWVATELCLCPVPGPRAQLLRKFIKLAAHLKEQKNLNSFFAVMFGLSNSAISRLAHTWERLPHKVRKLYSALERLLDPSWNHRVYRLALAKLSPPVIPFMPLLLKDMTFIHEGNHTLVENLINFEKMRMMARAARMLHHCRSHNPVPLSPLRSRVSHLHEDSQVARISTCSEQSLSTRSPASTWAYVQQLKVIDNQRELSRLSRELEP
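Read-out is the fluorescence drop as BODIPY-GDP leaves Rap1B (480 nm excitation, 540 nm emission), recorded every 5 minutes over 30 minutes. Reactions held 100 nM EPAC1, 250 nM Rap1B–BODIPY-GDP and 50 uM GDP, with 6.5 mM cAMP setting full activation.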
EPAC1 antag = antagonists of human EPAC1; O95398; EPAC1 GEF assay, Rap1b-BODIPY-GDP exchange fluorescence; Potency, µM (doses to about 115 µM), inactives show top-dose activity change, negative = inhibition, most hits filed as inhibitors; hit rate 0.14% among 360,000;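 further: potency means the concentration at half of the fitted maximal effect; plate controls were vehicle for no effect and positive control for full effect; nearly all actives have a fitted effect of over 50% in size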
WRN helicase inh = blocks human WRN helicase | Potency, µM (series often up to 114 µM), for the others: top-dose activity change, negative = inhibition, usual class: inhibitors | WRN helicase unwinding, fluorescent forked duplex, kinetic | hit rate 0.46% among 360,000 | Q14191 | AID 651768; further: potency means the concentration at half of the fitted maximal effect; on the % scale 0 is the no-effect control and ±100 the full control effect; nearly all actives have a fitted effect of over 55% in size
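Enzyme (20 nM final) and test compound sit together 15 min at room temperature before substrate addition. Substrate is a single-forked duplex oligonucleotide (100 nM) labelled with fluorophore and quencher, with 2 mM ATP; helicase unwinding raises red fluorescence, read kinetically.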
* hit, by the source's call; & = joins results of further samples; [ ] = another dose, or the depositor's remark. Unless noted, the call rests on the fitted dose curve; in most records, active means well fitted curve in the direction sought with a large enough effect; inconclusive means small, poorly fitted or top-dose-only effect, or another doubt; inactive means no such curve, though single readings can be large; an effect the other way counts as inactive or inconclusive.

Screening O=C1ON(Cc2ccccc2)C(c2ccccc2)N1c1ccccc1 (stereo not drawn) returned IL-2 act -4.9, PI5P4K alpha inh 0, PLK1 PBD block -10%, Abeta rescue 6%, aSyn rescue 2%, EPAC1 agonist -7%, EPAC1 antag 4% and WRN helicase inh -2%.
N#Cc1ccccc1OCC(=O)OCC(=O)NC1CCCCC1 was read as FUS suppressor 4%, IL-2 act 0.1, PI5P4K alpha inh -6, PLK1 PBD block -11%, Abeta rescue 9%, aSyn rescue 6%, EPAC1 agonist -7%, EPAC1 antag -27% and WRN helicase inh -25%.
For O=C(CCN1C(=O)/C(=C/c2ccccc2Cl)SC1=S)NC1=NCCS1 the results were FUS suppressor -12%, IL-2 act -0.4, PI5P4K alpha inh -2, PLK1 PBD block -13%, Abeta rescue -57%[inhibitor], aSyn rescue -1%, EPAC1 agonist 5%, EPAC1 antag 16% and WRN helicase inh -6%.
For CC(C)N(C(=O)CSc1nnc(NC(=O)C2CCC2)s1)C(C)C the results were FUS suppressor 36%, IL-2 act -1.0, PI5P4K alpha inh 0, PLK1 PBD block -9%, Abeta rescue -2%, aSyn rescue -2%, EPAC1 agonist 6%, EPAC1 antag 0% and WRN helicase inh 7%.
`CC(C)c1cc2cc3ccc(=O)oc3cc2o1` gave FUS suppressor -13%, IL-2 act 0.6, PI5P4K alpha inh -3, PLK1 PBD block -7%, Abeta rescue -18%, aSyn rescue 0%, EPAC1 agonist 8%, EPAC1 antag 15% and WRN helicase inh 0%.
Screening Cc1cc(OCCN2CCOCC2)nc2ccccc12 returned FUS suppressor -12%, IL-2 act 0.1, PI5P4K alpha inh -5, PLK1 PBD block -3%, Abeta rescue 3%, aSyn rescue -5%, EPAC1 agonist 4%, EPAC1 antag -1% and WRN helicase inh -4%.
Screening COC(=O)[C@H]1C[C@@H]1[C@H](NC(=O)c1ccccc1)c1ccccc1 returned FUS suppressor -25%, IL-2 act -0.5, PI5P4K alpha inh 9, PLK1 PBD block 8%, Abeta rescue 8%, aSyn rescue 0%, EPAC1 agonist -10%, EPAC1 antag -22% and WRN helicase inh -2%.
Screening O=S(=O)(NCc1cccnc1)c1ccc(Cl)cc1 returned FUS suppressor -23%, IL-2 act 0.4, PI5P4K alpha inh -6, PLK1 PBD block -3%, Abeta rescue -15%, aSyn rescue -6%, EPAC1 agonist -5%, EPAC1 antag -5% and WRN helicase inh 2%.
`CC1CCN(CCC(=O)N/N=C/c2ccc([N+](=O)[O-])cc2)CC1` gave FUS suppressor 21%, IL-2 act -0.2, PI5P4K alpha inh 7, PLK1 PBD block -9%, Abeta rescue -21%, aSyn rescue 0%, EPAC1 agonist 12%, EPAC1 antag 14% and WRN helicase inh 5%.
For CCCc1c(C)nc2ccc(OC)cc2c1SCCC(=O)O the results were FUS suppressor -20%, IL-2 act -0.5, PI5P4K alpha inh -4, PLK1 PBD block inconclusive, Abeta rescue 9%, aSyn rescue 4%, EPAC1 agonist 1%, EPAC1 antag 6% and WRN helicase inh 1%.
O=C(CCSCCc1ccccn1)Nc1c(F)cc(F)cc1Br was read as IL-2 act -0.4, PI5P4K alpha inh 7, PLK1 PBD block 0%, Abeta rescue 8%, aSyn rescue -8%, EPAC1 agonist -3%, EPAC1 antag 4% and WRN helicase inh -1%.
`Cc1cc(=O)oc2cc(OCCCN3C(=O)c4ccccc4C3=O)ccc12` gave IL-2 act 0.2, PI5P4K alpha inh 12, PLK1 PBD block -1%, Abeta rescue 15%, aSyn rescue 2%, EPAC1 agonist -11%, EPAC1 antag -6% and WRN helicase inh -14%.
`O=C(CSc1nncs1)N1CCN(S(=O)(=O)c2ccccc2)CC1` gave FUS suppressor 13%, IL-2 act 0.0, PI5P4K alpha inh -4, PLK1 PBD block -7%, Abeta rescue 0%, aSyn rescue -2%, EPAC1 agonist -4%, EPAC1 antag 5% and WRN helicase inh 8%.
COc1ccc(C(=O)OCC(=O)c2ccccc2)cc1S(=O)(=O)N1CCOCC1 was read as FUS suppressor 18%, IL-2 act -3.2, PI5P4K alpha inh 1, PLK1 PBD block 4%, Abeta rescue -9%, aSyn rescue -5%, EPAC1 agonist 5%, EPAC1 antag -7% and WRN helicase inh -8%.
For O=C(N/N=C/C(Br)=C/c1ccccc1)c1ccccc1[N+](=O)[O-] the results were FUS suppressor 17%, IL-2 act 0.0, PI5P4K alpha inh 2, PLK1 PBD block -7%, Abeta rescue 11%, aSyn rescue 9%, EPAC1 agonist 30%, EPAC1 antag -17% and WRN helicase inh -3%.
Cc1ccc(S(=O)(=O)Nc2ccc3c(c2)C(=O)N([C@H](C)CO)C[C@H](C)[C@@H](CN(C)C(=O)Nc2ccc4c(c2)OCO4)O3)cc1 was read as FUS suppressor 21%, IL-2 act 0.1, PI5P4K alpha inh 0, PLK1 PBD block -8%, Abeta rescue 7%, aSyn rescue 3%, EPAC1 agonist 5%, EPAC1 antag -8% and WRN helicase inh -1%.
COCCCNC(=O)Cn1cc2c(n1)CCC(C)C2 (stereo not drawn) was read as FUS suppressor -15%, IL-2 act 0.2, PI5P4K alpha inh 1, PLK1 PBD block -4%, Abeta rescue 11%, aSyn rescue 0%, EPAC1 agonist -10%, EPAC1 antag -12% and WRN helicase inh 0%.
`O=c1c2ccccc2c(/C=N/c2ncn[nH]2)c(O)n1Cc1ccccc1` gave FUS suppressor 12%&36%, IL-2 act -0.3&-1.4, PI5P4K alpha inh 4&7, PLK1 PBD block -7%&-4%, Abeta rescue 7%&-10%, aSyn rescue 5%&-5%, EPAC1 agonist 12%&8%, EPAC1 antag -27%&8% and WRN helicase inh -4%&-24%.
`CC1CCCCC12NC(=O)N(CC(=O)NCCc1ccc(F)cc1)C2=O` (stereo not drawn) gave FUS suppressor 13%, IL-2 act 0.0, PI5P4K alpha inh 1, PLK1 PBD block -11%, Abeta rescue 9%, aSyn rescue -4%[1.84 µM], EPAC1 agonist 4%, EPAC1 antag 6% and WRN helicase inh 4%.
Screening NC(=S)N/N=C/c1ccc(-c2cc(Cl)ccc2Cl)o1 returned FUS suppressor inconclusive, IL-2 act -2.5, PLK1 PBD block -18%, Abeta rescue 21%, aSyn rescue 0%, EPAC1 agonist 22%, EPAC1 antag -3% and WRN helicase inh -11%.
For CC(C)(C)NC(=O)NC(=O)COC(=O)COc1ccc(Cl)cc1Cl the results were FUS suppressor 3%, IL-2 act -4.2, PI5P4K alpha inh -14, PLK1 PBD block 12µM*, Abeta rescue 23%, aSyn rescue 16%, EPAC1 agonist -8%, EPAC1 antag 8% and WRN helicase inh 6%.
COc1ccc(N2CC(O)(c3ccc(C)cc3)[N+]3=C2CCCC3)cc1 (stereo not drawn) was read as FUS suppressor 5%, IL-2 act -3.0, PI5P4K alpha inh 1, PLK1 PBD block -2%, Abeta rescue -9%, aSyn rescue 0%, EPAC1 agonist 10%, EPAC1 antag 17% and WRN helicase inh -27%.
`Cc1cc(C(=O)NCc2cccc(Cl)c2)c2ccccc2n1` gave FUS suppressor 7%, IL-2 act 0.2, PI5P4K alpha inh -4, PLK1 PBD block 3%, Abeta rescue -3%, aSyn rescue 1%, EPAC1 agonist 0%, EPAC1 antag 2% and WRN helicase inh 7%.
For COc1ccccc1-n1cc(C(=O)NCC(=O)N2CCN(c3ccccc3)CC2)c2ccccc2c1=O the results were FUS suppressor 24%, IL-2 act 0.9, PLK1 PBD block 1%, Abeta rescue -5%, aSyn rescue 2%, EPAC1 agonist 15%, EPAC1 antag -15% and WRN helicase inh 1%.
CCN1C(=O)[C@H]2[C@@H](c3ccc(-c4ccc(Cl)c(Cl)c4)cc3)N[C@@](CC(C)C)(C(=O)OC)[C@H]2C1=O was read as FUS suppressor -1%, IL-2 act 1.9, PI5P4K alpha inh 14, PLK1 PBD block -10%, Abeta rescue 6%, aSyn rescue 4%, EPAC1 agonist -7%, EPAC1 antag -7% and WRN helicase inh 5%.
Screening C[C@H](CO)N1C[C@H](C)[C@@H](CN(C)C(=O)Nc2ccc(F)cc2)Oc2ccc(NS(C)(=O)=O)cc2C1=O returned FUS suppressor 6%, IL-2 act -0.5, PI5P4K alpha inh 0, PLK1 PBD block 4%, Abeta rescue -8%, aSyn rescue -10%, EPAC1 agonist -13%, EPAC1 antag -6% and WRN helicase inh 1%.
Screening Cn1c(=O)n(Cc2ccccc2)c(=O)c2c1nc1n2CCCN1C1CCCCC1 returned FUS suppressor 2%, IL-2 act 2.4, PI5P4K alpha inh 2, PLK1 PBD block -16%, Abeta rescue -7%, aSyn rescue -4%, EPAC1 agonist 4%, EPAC1 antag -10% and WRN helicase inh -2%.
`Cc1ccc(C)n1NC(=O)c1ccccc1[N+](=O)[O-]` gave FUS suppressor 5%, IL-2 act 0.0, PI5P4K alpha inh -1, PLK1 PBD block -5%, Abeta rescue 1%, aSyn rescue 1%, EPAC1 agonist 12%, EPAC1 antag -22% and WRN helicase inh -4%.
For CCOC(=O)C1CCCN(C(=O)c2cn(CC)c(=O)c3cc(OC)c(OC)cc23)C1 (stereo not drawn) the results were FUS suppressor 9%, IL-2 act 0.2, PI5P4K alpha inh -2, PLK1 PBD block -6%, Abeta rescue 3%, aSyn rescue 8%, EPAC1 agonist 7%, EPAC1 antag -2% and WRN helicase inh -15%.

Reprinted at random: 2 entries already listed, in no set order.
`Cc1ccc(C)n1NC(=O)c1ccccc1[N+](=O)[O-]` gave FUS suppressor 5%, IL-2 act 0.0, PI5P4K alpha inh -1, PLK1 PBD block -5%, Abeta rescue 1%, aSyn rescue 1%, EPAC1 agonist 12%, EPAC1 antag -22% and WRN helicase inh -4%.
For CC(C)(C)NC(=O)NC(=O)COC(=O)COc1ccc(Cl)cc1Cl the results were FUS suppressor 3%, IL-2 act -4.2, PI5P4K alpha inh -14, PLK1 PBD block 12µM*, Abeta rescue 23%, aSyn rescue 16%, EPAC1 agonist -8%, EPAC1 antag 8% and WRN helicase inh 6%.
